b-catenin transl – alters nuclear translocation of beta-catenin in HeLa cells; immunofluorescence imaging; nuclear translocation activity, % at 5 µM; hit rate 0.3% among 190,000; AID 1665;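 active means nuclear translocation activity above 50% at 5 µM, with a well cell count of 50 or more; inconclusive means wells under 50 cells across six images, flagged as toxic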;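 further: per-cell ratio of nuclear to cytoplasmic median beta-catenin stain intensity; plate controls were DMSO negative control for no effect and GSK-3 inhibitor IX positive control for full effect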
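Technique: fluorescence imaging of beta-catenin antibody stain plus DAPI / Material: human HeLa cell line / Incubation: compound treatment 24 h, 37°C, 5% CO2 / Read-out basis: % activation of per-cell nuclear versus cytoplasmic median beta-catenin signal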
T cell HTS – modulates CD8 T cell binding to vesicles; 2C CD8+ T cell-vesicle binding, flow cytometry; stronger effect = lower value; hit rate 0.068% among 330,000; calls only at 7 µM;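 active means response, share of CD8 T cells binding vesicles, and their 90th percentile fluorescence all below set limits, cut at about 80% in these data, passing the limit was not always enough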
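material = purified 2C TCR transgenic mouse naive CD8+ T cells | controls = Unloaded micro-vesicles (low), QL9 vesicles with 0.7% DMSO (high) | detection = cytometric PE anti-B7-1 and Alexa647 anti-CD8 signals after 1% paraformaldehyde fixation | incubation = binding step 1.5 h, 37 °C, antibody labelling 20 min, ice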
Myeloid diff 2 – promotes myeloid progenitor differentiation; ER-HoxA9 myeloid progenitors, lysozyme-GFP differentiation, flow cytometry; calls only at 10 µM; hit rate 1% among 360,000; AID 624256;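 active means normalized GFP-positive differentiation at or above the plate's own cutoff, the solvent-only control mean plus 3 SD; inconclusive means no clear call, values can overlap the other calls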;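 further: cells exposed to compound for four days before flow analysis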
MT stabilizer – microtubule stabilization, imaging screen | HeLa tubulin immunostaining HCS, 24 h; share of cells brighter than vehicle mean+2SD | % tubulin-high responders, % at 10 µM | hit rate 0.83% among 200,000;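 active means plate Z-score above 3 for both tubulin-high and condensed-nucleus cell shares, with cell loss under 80%, at 10 µM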;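 further: anti alpha tubulin signal scored within the nucleus-defined area of each cell; some results filed as inactive read as strong as hits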
WT yeast gro inh – growth inhibition of WT yeast, mitochondrial fusion screen | inhibition, % at 10 µM | hit rate 2.1% among 190,000 | mitochondrial fusion phenotypic screen, WT strain; in the data active means inhibition above about 58%; tested in S. cerevisiae
Hep lipid drop – modulators of hepatic lipid droplet formation. AML12 mouse hepatocytes, oleate lipid droplets, BODIPY imaging. AID 1656. hit rate 0.4% among 240,000. inhibition, % at 6.5 µM;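 active means lipid droplet intensity inhibited by at least 50%, with more than 500 cells counted; inconclusive means wells with under 300 cells, treated as cytotoxic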
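Test system: AML12 hepatocytes (mouse); reagent: oleate loading, 100 µM; dosing: one dose, 6.5 µM compound; incubation: overnight exposure; signal: fluorescence imaging, 20x objective, two fields per well; read-out basis: % inhibition of corrected integrated BODIPY droplet signal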
Autophagy mod – autophagy modulation, high-content screen. calls only at 10 µM (by protocol). MEF GFP-LC3 puncta imaging; test concentration mostly 10 µM. hit rate 0.98% among 190,000;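 active means percentage of spot-positive cells more than 3 SD above its plate mean, without a fluorescence outlier flag or 80% toxicity; inconclusive means no clear call, values can overlap the other calls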;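 further: spot-positive cell cutoff set from DMSO-treated cells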
West Nile virus CPE – inhibition of WNV-induced cytopathic effect – cell-based, CPE readout (AID 1621) | West Nile virus-infected cells, CPE inhibition; higher % means a stronger effect | CPE inhibition, % at 10 µM, or IC50 in µM where a hit was titrated | hit rate 0.02% among 290,000; in the data active means a potency from the dose series; inconclusive means CPE inhibition mostly from about 3.7% at the one dose, without a potency; inactive means the rest, 99 in 100 with CPE inhibition below about 2.2%; further: strong numbers were not always called active
Insulin prom up – MIN6 insulin promoter up-regulation; hit rate 0.3% among 190,000; AID 1625; MIN6 insulin promoter-GFP reporter, high-content imaging; stronger effect = higher value; z-score at 5 µM;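 active means z-score above 3 at 5 µM with at least 500 cells counted in the well; inconclusive means wells under 500 cells, flagged as cytotoxic or low count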
WT yeast gro inh mutant strain – further read-out of WT yeast gro inh, marked with its call; inhibition, %; mitochondrial fusion phenotypic screen, mutant strain inhibition
Insulin prom up cell count – second read-out of Insulin prom up, no call of its own (marks repeat the call); cell count; measured here: cytotoxicity, nuclei count;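 total cells summed across four imaged fields per well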
Hep lipid drop cells 6.5 µM – also measured in Hep lipid drop; calls as there; cell count; measured here: cell count, cytotoxicity flag;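 cells counted across two imaged fields per well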
b-catenin transl cell count 5 µM – second read-out of b-catenin transl, no call of its own (marks repeat the call); cell count; measured here: cell count, cytotoxicity flag
T cell HTS vesicle-bound % – also measured in T cell HTS; calls as there; double positive events, %; measured here: CD8+ vesicle-bound cell fraction;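 binding gate set so that unloaded-vesicle control wells show 10% double positive cells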
MT stabilizer Hoechst-high % – recorded beside MT stabilizer, whose call it bears; % Hoechst-high responders; measured here: nuclear condensation Hoechst responders;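 share of cells brighter than vehicle mean plus two SD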
MT stabilizer cytotoxicity % – also measured in MT stabilizer; calls as there; toxicity, %; measured here: cytotoxicity by cell density;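 0% = mean cell density of plate MIN control wells and 100% = no cells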
Autophagy mod cell loss 18 h – second read-out of Autophagy mod, no call of its own (marks repeat the call); toxicity, %; measured here: cell loss, nuclei count;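 cell loss after 18 h compound exposure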
Myeloid diff 2 GFP+ MAC1+ % – second read-out of Myeloid diff 2, no call of its own (marks repeat the call); GFP+ MAC1+ double positive, %; measured here: differentiation confirmed by MAC1 staining
Active calls of the source: *; i = inactive; u = inconclusive; x = not tested or not shown.

SMILES | b-catenin transl | b-catenin transl cell count 5 µM | T cell HTS | T cell HTS vesicle-bound % | Myeloid diff 2 | Myeloid diff 2 GFP+ MAC1+ % | MT stabilizer | MT stabilizer Hoechst-high % | MT stabilizer cytotoxicity % | WT yeast gro inh | WT yeast gro inh mutant strain | Hep lipid drop | Hep lipid drop cells 6.5 µM | Autophagy mod | Autophagy mod cell loss 18 h | West Nile virus CPE | Insulin prom up | Insulin prom up cell count
COC(=O)c1cc(=O)nc2sc3cc(OC)ccc3n12 | 4.8 | 488 | i | 29 | i | 0.2 | 5.4 | 2.1 | 2.1 | -4 | 4 | 9 | 768 | i | -2 | -0.5% | x | x
CCCCCC(=O)N/N=C(\C)c1ccccn1 | 2.3 | 1074 | i | 19 | i | 4.6 | 2.0 | 1.7 | 6.6 | 1 | -4 | 6 | 679 | i | 23 | u | x | x
CCCn1c(SCC(=O)NC(C)C23CC4CC(CC(C4)C2)C3)n[nH]c1=O (stereo not drawn) | -3.6 | 1229 | i | 52 | i | 0.8 | 1.2 | 1.1 | 4.6 | -4 | -9 | 1 | 749 | i | -1 | -0.4% | 0.41 | 992
CCOC(=O)C(NC(=O)Nc1cccc(C)n1)(OCC(F)(F)F)C(F)(F)F (stereo not drawn) | x | x | i | 30 | i | 0.8 | 5.4 | 3.6 | 3.5 | -10 | 7 | x | x | i | -18 | -0.7% | -0.17 | 1473
CCOC(=O)c1cc(C#N)c(N2CCCC2)nc1-c1ccccc1 | 1.4 | 1477 | i | 41 | i | 0.1 | 1.5 | 1.1 | 4.2 | -3 | 14 | x | x | i | 0 | 0.4% | -0.23 | 1395
NC(=O)CCS(=O)(=O)CCN1CCCCC1 | -0.8 | 1096 | i | 20 | i | 0.6 | 4.7 | 0.1 | 85 | -10 | -11 | 0 | 625 | i | 1 | 0.1% | 0.27 | 1319
CC(C)Cc1nnc(NC(=O)CN2C(=O)NC3(CCCCC3)C2=O)s1 | x | x | i | 5 | i | 0.7 | x | x | x | x | x | 7 | 746 | x | x | -0.5% | x | x
CCOC(=O)Cc1c(C)nc2cc(-c3ccc(Cl)cc3)[nH]n2c1=O | -0.3 | 1021 | i | 44 | i | 0.7 | 2.9 | 2.5 | 5.2 | 3 | -1 | 1 | 772 | i | -3 | 0.0% | 0.57 | 1309
CC(=O)c1ccc(NC(=O)CSc2cn[nH]n2)cc1 | x | x | i | 18 | i | 0.9 | x | x | x | x | x | 1 | 782 | x | x | -0.1% | x | x
O=C(COC(=O)C1CC2C=CC1C2)Nc1cccc(S(=O)(=O)N2CCCCC2)c1 (stereo not drawn) | -1.7 | 1101 | i | 44 | i | 0.4 | 1.5 | 2.7 | 8.3 | 3 | -10 | -2 | 589 | i | -41 | -0.7% | -0.09 | 1557
COc1cccc(CNC(=O)C2CCN(Cc3cnn(-c4ccccc4)c3-n3cccc3)CC2)c1 | 5.2 | 1348 | i | 7 | i | 0.8 | 2.6 | 2.3 | 3.4 | 24 | 8 | x | x | i | -4 | -0.4% | -0.94 | 742
O=C(COc1ccc2c3c(c(=O)oc2c1)CCCC3)NCCCN1CCOCC1 | x | x | i | 20 | i | 4.1 | x | x | x | x | x | -2 | 802 | x | x | -0.6% | x | x
CC(C)NC(=O)/C(=N\O)c1ccccc1 | -2.1 | 1416 | i | 26 | i | 0.9 | 1.9 | 1.7 | 2.8 | -3 | 11 | x | x | i | -2 | 0.2% | -0.13 | 1432
Cc1ccc(C(=O)Nc2ccc(C(F)(F)F)n(C)c2=O)cc1 | -2.8 | 1093 | i | 30 | i | 0.8 | 2.5 | 2.3 | 6.1 | -2 | -10 | -1 | 660 | i | -4 | 0.8% | 0.4 | 1404
CCc1nnc(NCC(=O)N2CCc3ccccc32)s1 | -0.2 | 624 | i | 13 | i | 1.1 | 2.6 | 1.8 | 7.3 | -5 | -3 | x | x | i | 0 | 0.2% | 0.02 | 1087
Cn1c(N2CCOCC2)c(/C=N/O)c2ccccc21 | -0.2 | 1515 | i | 51 | i | 0.3 | 5.0 | 2.2 | 17 | -7 | 13 | 3 | 682 | i | 4 | -2.0% | -1.8 | 1300
O=C(CCl)Nc1ccccc1Sc1ccccc1 | x | x | i | 54 | i | 0.9 | 2.9 | 2.4 | 6.3 | -9 | -18 | 12 | 702 | i | -3 | 0.0% | 0.45 | 858
Cn1c(CCNC(=O)c2ccco2)nc2cc(NC(=O)c3ccco3)ccc21 | -3.3 | 1112 | i | 42 | i | 0.6 | 4.2 | 3.4 | 6.3 | 20 | 0 | 12 | 607 | i | 0 | -0.2% | -0.26 | 1665
CCCCNC(=O)Cc1c(O)c2ccccc2[nH]c1=O | 0.4 | 1187 | i | 45 | i | 0.9 | 3.8 | 2.5 | 4.4 | 23 | 24 | -28 | 732 | i | -3 | 0.8% | 0.68 | 880
O=[N+]([O-])c1cccnc1N1CCN(Cc2ccc3c(c2)OCO3)CC1 | x | x | i | 65 | i | 0.3 | x | x | x | x | x | 2 | 867 | x | x | -0.8% | x | x
C=CCN(CC=C)C(=O)c1ccccc1NC(=O)c1ccccc1C | 0.0 | 1364 | i | 43 | i | 0.4 | 3.0 | 1.4 | 1.5 | -5 | 16 | x | x | i | 8 | -0.4% | -0.42 | 1269
Cc1cccc(/C=N/n2c(-c3ccccc3)n[nH]c2=S)c1O | x | x | i | 64 | i | 0.4 | x | x | x | x | x | 10 | 834 | x | x | 0.2% | x | x
CCCNC(=O)c1c[nH]c2ccc(S(=O)(=O)N(C)c3ccc(OCC)cc3)cc2c1=O | -1.8 | 1179 | i | 50 | x | x | 2.6 | 2.4 | 11 | -2 | -12 | 11 | 695 | i | -3 | 0.6% | -0.32 | 1712
CC(=O)Nc1cc2nc(C)n(Cc3ccc([N+](=O)[O-])cc3)c2nc1C | x | x | i | 42 | i | 0.7 | x | x | x | x | x | -2 | 833 | x | x | -0.3% | x | x
COc1cc(C(=O)OCC(=O)Nc2c(F)c(F)c(F)c(F)c2F)cc(OC)c1OC | -0.9 | 1169 | i | 9 | i | 0.8 | 0.5 | 0.9 | 6.0 | 7 | 2 | x | x | i | 1 | -0.1% | 0.32 | 1320

3 compounds out of the list above, ordered by the number in MT stabilizer Hoechst-high %, rising:
canonical_smiles,MT stabilizer Hoechst-high %
C=CCN(CC=C)C(=O)c1ccccc1NC(=O)c1ccccc1C,1.4
CCCCCC(=O)N/N=C(\C)c1ccccn1,1.7
COC(=O)c1cc(=O)nc2sc3cc(OC)ccc3n12,2.1

New compounds follow.
SMILES | b-catenin transl | b-catenin transl cell count 5 µM | T cell HTS | T cell HTS vesicle-bound % | Myeloid diff 2 | Myeloid diff 2 GFP+ MAC1+ % | MT stabilizer | MT stabilizer Hoechst-high % | MT stabilizer cytotoxicity % | WT yeast gro inh | WT yeast gro inh mutant strain | Hep lipid drop | Hep lipid drop cells 6.5 µM | Autophagy mod | Autophagy mod cell loss 18 h | West Nile virus CPE | Insulin prom up | Insulin prom up cell count
O=C(O)c1cccc(NC(=O)c2ccccc2NC(=O)c2ccccc2F)c1 | x | x | i | 26 | i | 0.5 | x | x | x | x | x | -1 | 832 | x | x | -0.3% | x | x
O=C(CN1CCOCC1)Nc1c(Cl)cc(Cl)cc1Cl | -0.5 | 992 | i | 26 | i | 0.3 | 3.6 | 1.1 | 4.6 | -5 | 7 | 12 | 712 | i | 0 | -0.4% | -0.11 | 1511
O=C(O)c1cccnc1SCc1ccccc1Cl | -0.1 | 1074 | i | 16 | i | 0.6 | 1.7 | 1.5 | 0.0 | 6 | 1 | 3 | 675 | i | 3 | 0.3% | 0.91 | 1459
Cc1nn2c(N)c(C#N)cnc2c1-c1ccc(Cl)cc1 | 8.5 | 1004 | i | 58 | i | 0.9 | 1.0 | 1.6 | 2.7 | 6 | 9 | -17 | 711 | i | -7 | x | 1.2 | 892
COc1cc2c3c(c1)C1(C(=O)N3C(C)(C)C=C2C)C(C#N)=C(N)Oc2cc(O)ccc21 (stereo not drawn) | -1.5 | 1089 | i | 54 | i | 1.4 | 2.7 | 1.9 | 4.0 | 0 | -1 | -3 | 685 | i | 2 | 0.2% | 1.3 | 1779
COc1cccc(NC(=O)CC(=O)c2ccccc2)c1 | x | x | i | 43 | i | 0.7 | x | x | x | x | x | -27 | 792 | x | x | -0.4% | x | x
O=C(COc1ccc(Cl)cc1[N+](=O)[O-])N1CCCCC1 | 3.9 | 897 | i | 31 | i | 1.3 | 1.6 | 0.7 | 6.8 | 2 | -15 | 36 | 695 | i | -4 | -0.8% | 0.44 | 1539
Cc1ccc(C(=O)Nc2nc(-c3ccccn3)cs2)o1 | -4.2 | 1160 | i | 13 | i | 1.0 | x | x | x | x | x | -4 | 717 | x | x | -1.1% | -1.2 | 1246
CCN(CC)C(=O)CSc1nc2cc3c(cc2c(=O)n1CCCCCC(=O)NCc1ccc(OC)cc1)OCO3 | 0.5 | 577 | i | 18 | i | 0.4 | 2.7 | 3.1 | 4.0 | -15 | -9 | -31 | 709 | i | 24 | 0.5% | x | x
COC(=O)C1=C(CS(=O)(=O)c2ccccc2)NC(=O)NC1c1ccccc1 (stereo not drawn) | x | x | i | 35 | i | 1.5 | x | x | x | x | x | 4 | 761 | x | x | -0.5% | x | x
CCOc1ccccc1NC(=O)C(CC(C)C)NC(=O)C1CCCCC1 (stereo not drawn) | -2.2 | 906 | i | 21 | i | 0.4 | 1.7 | 1.1 | 3.3 | -7 | -1 | 0 | 797 | i | -10 | -1.0% | x | x
CCOC(=O)Cc1c(C)nc2c(C#N)c[nH]n2c1=O | x | x | i | 40 | i | 13 | 4.0 | 1.8 | 7.0 | -2 | -12 | x | x | i | -32 | -0.7% | x | x
